# M4 antag: blocks acetylcholine activation of human M4 receptor; P08173; CHO-hM4 cells, ACh EC80, Fluo-8 calcium fluorescence; inhibition, % at 3 µM; 360,000 compounds, 0.73% hits;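 active = inhibition above its plate's cutoff, the mean inhibition of sample wells plus 3 SD, cut at about 27% in these data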;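 note: 0% = acetylcholine EC80 with DMSO and 100% = DMSO without agonist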
# M5 antag: blocks acetylcholine activation of human M5 receptor; P08912; CHO-hM5 cells, Fluo-8 calcium fluorescence, ACh EC80; inhibition, % at 3 µM; 360,000 compounds, 0.59% hits; AID 624040;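 active = inhibition above a per-plate cutoff, the mean of that plate's test compounds plus 3 SD, cut at about 27% in these data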;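 note: 0% = acetylcholine EC80 with DMSO and 100% = DMSO without agonist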
# Target sequence (P08912 whole entry, looked up): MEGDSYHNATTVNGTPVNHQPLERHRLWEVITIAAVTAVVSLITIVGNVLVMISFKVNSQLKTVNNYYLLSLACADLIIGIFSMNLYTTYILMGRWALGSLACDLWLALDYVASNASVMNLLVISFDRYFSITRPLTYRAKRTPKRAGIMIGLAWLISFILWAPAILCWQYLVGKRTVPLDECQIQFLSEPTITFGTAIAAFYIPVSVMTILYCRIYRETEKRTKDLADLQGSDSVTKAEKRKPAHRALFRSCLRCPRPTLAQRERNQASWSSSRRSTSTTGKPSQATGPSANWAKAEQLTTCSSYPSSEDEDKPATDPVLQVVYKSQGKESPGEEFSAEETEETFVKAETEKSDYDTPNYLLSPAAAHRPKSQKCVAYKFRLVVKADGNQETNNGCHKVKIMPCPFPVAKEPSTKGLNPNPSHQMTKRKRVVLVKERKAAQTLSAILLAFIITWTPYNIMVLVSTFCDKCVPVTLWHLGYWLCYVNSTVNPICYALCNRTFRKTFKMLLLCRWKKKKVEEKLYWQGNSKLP
# M1 antag: antagonists of human M1 muscarinic receptor; P11229; CHO-K1 hM1, Fluo-8 calcium fluorescence, ACh EC80 antagonist; inhibition, % at 3 µM; 360,000 compounds, 1.3% hits; AID 588852;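 active = percent inhibition above its own plate's cutoff, namely the mean of that plate's compound wells plus 3 SD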;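 note: peak over basal fluorescence ratio during 140 s after agonist addition; 0% = ACh EC80 plus DMSO and 100% = DMSO alone without agonist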
# Target sequence (P11229 whole entry, looked up): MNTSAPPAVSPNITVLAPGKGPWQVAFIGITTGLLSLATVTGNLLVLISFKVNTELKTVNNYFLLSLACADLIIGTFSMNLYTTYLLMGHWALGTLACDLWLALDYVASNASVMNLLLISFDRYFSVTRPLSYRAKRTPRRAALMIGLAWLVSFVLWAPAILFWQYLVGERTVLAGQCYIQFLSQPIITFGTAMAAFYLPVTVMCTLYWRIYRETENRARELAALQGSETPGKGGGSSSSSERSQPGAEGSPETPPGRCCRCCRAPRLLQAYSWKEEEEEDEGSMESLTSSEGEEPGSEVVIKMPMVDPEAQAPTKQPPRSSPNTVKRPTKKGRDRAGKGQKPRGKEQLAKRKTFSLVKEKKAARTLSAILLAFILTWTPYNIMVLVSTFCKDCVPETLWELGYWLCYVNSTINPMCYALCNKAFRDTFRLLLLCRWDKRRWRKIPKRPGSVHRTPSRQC
# M4 PAM: CHRM4 positive allosteric modulation. P08173. CHO-K1 hM4/Gqi5, Fluo-8 calcium fluorescence, ACh EC20; 0% = ACh EC20, 100% = maximal ACh. activation, % at 3 µM. 360,000 compounds, 0.4% hits. AID 624126;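 active = activation above its plate's cutoff, the mean activation of sample wells plus 3 SD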; note: some results filed as inactive read as strong as hits
# M5 ag: agonists of human muscarinic M5 receptor (CHRM5); 360,000 compounds, 0.19% hits; CHO-K1 hM5 cells, Fluo-8 calcium fluorescence; 0% DMSO wells, 100% maximal acetylcholine response; activation, % at 3 µM; P08912; AID 624037;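 active = activation above the run's mean over test compounds plus 3 SD, cut at about 23% in these data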;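 note: signal is peak over basal fluorescence ratio across the kinetic read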
# CRFBP-R2 agonist: agonists of human CRF-binding protein/CRF-R2 receptor complex; HEK293 CRF-R2/CRF-BP, calcium dye fluorescence (FLIPR); percent of saturating CRF peptide response; activation, % at 13.2 µM; 350,000 compounds, 0.46% hits; AID 588473;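 active = activation of at least 50%, plus an integration ratio under a set limit after plate pattern correction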;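 note: plate controls were neutral control wells without compound for no effect and CRF at EC100 for full effect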
# M5 PAM: positive allosteric modulators of human muscarinic M5 receptor | P08912 | CHO-K1 hM5, Fluo-8 calcium, ACh EC20 PAM; 0% = ACh EC20, 100% = ACh EC100 | activation, % at 3 µM | 360,000 compounds, 0.3% hits;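 active = activation above the run cutoff, the mean activation of all test compounds plus 3 SD, cut at about 18% in these data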
#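 system = human M5 receptor in CHO-K1 cells | reagent = EC20 acetylcholine as agonist stimulus | compound dosing = single-point, 3 µM nominal | incubation = Fluo-8 loading 80 min at 37 °C plus 30 min room temperature | detection = Fluo-8 calcium dye fluorescence, kinetic read | benchmarks = low control EC20 acetylcholine (0%), high control EC100 acetylcholine (100%)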
# CHRM1 PAM: positive allosteric modulators of human M1 muscarinic receptor. P11229. CHO-K1 hM1, Fluo-8 calcium fluorescence, ACh EC20; 0% = ACh EC20, 100% = maximal ACh. activation, % at 3 µM. 360,000 compounds, 0.088% hits. AID 588819; in the data active = activation above about 19%, passing the limit was not always enough
# CHRM4 agonist: agonists of human muscarinic M4 receptor (CHRM4). P08173. CHO-K1 hM4/Gqi5, Fluo-8 calcium fluorescence; vehicle 0%, full acetylcholine response 100%. activation, % at 3 µM. 360,000 compounds, 0.14% hits. AID 624127;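 active = activation above the run mean over all test wells plus 3 SD, cut at about 32% in these data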;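 note: peak over basal fluorescence ratio per well then scaled between controls; 0% = DMSO wells and 100% = acetylcholine at EC100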
# Starred values were filed as active, the others as inactive; nt = not tested or not shown.
M4 antag	M5 antag	M1 antag	M4 PAM	M5 ag	CRFBP-R2 agonist	M5 PAM	CHRM1 PAM	CHRM4 agonist	Structure
1.1	8.9	-6.3	6.3	-2.9	0.6	1.8	16.7	2.2	Cc1cc(F)ccc1S(=O)(=O)Nc1ccccc1C(=O)NCc1cccnc1
-3.5	-1.2	0.8	1.5	-1.7	18.8	1.3	-3.9	0.9	C[C@]12C=CC(=O)C=C1CCC1C3CC[C@](O)(C(=O)CO)[C@@]3(C)CC3OC312 (some centres undefined)
1.0	-2.4	-0.9	-0.6	-1.3	13.9	0.8	2.4	-0.1	O=C(c1cccs1)n1nc(-c2ccc(Cl)cc2)nc1NCc1ccco1
-2.7	14.5	-9.5	-1.3	2.1	0.7	-2.2	9.2	6.9	Cc1ccc(C(=O)NC2(O)C(=O)c3ccccc3C2=O)cc1C
0.9	15.7	7.4	-15.2	-9.7	1.6	-12.7	-3.2	7.5	CN(c1ccccc1)S(=O)(=O)c1cccc(NC(=O)C2CC(=O)N(Cc3ccccc3)C2)c1 (centres undefined)
-7.2	-10.4	-17.5	10.7	2.4	-0.7	14.2	13.1	1.9	Cc1ccc(-c2nc(C#N)c(NCCCn3ccnc3)o2)cc1
-1.9	1.8	-61.9	8.5	0.5	-0.5	0.2	11.9	0.7	CC(=O)c1c(C)nc(-c2ccc(Cl)cc2Cl)n1O
18.2	14.7	-9.1	-2.9	-4.0	-0.5	-8.8	8.1	2.2	Cn1cnc([N+](=O)[O-])c1S(=O)(=O)c1cccc(Cl)c1
-3.5	-1.3	-6.8	1.0	-4.8	-6.6	1.7	3.7	-0.4	CCOC(=O)c1cc([N+](=O)[O-])sc1N
2.4	-4.8	-13.2	0.3	1.3	2.0	0.4	10.7	1.0	CC(C)COC(=O)N(C)C[C@@H]1OCc2cnnn2CCCC(=O)N([C@@H](C)CO)C[C@@H]1C

# Complete entries as entered above.
# CC(C)COC(=O)N(C)C[C@@H]1OCc2cnnn2CCCC(=O)N([C@@H](C)CO)C[C@@H]1C as listed: M4 antag: 2.4; M5 antag: -4.8; M1 antag: -13.2; M4 PAM: 0.3; M5 ag: 1.3; CRFBP-R2 agonist: 2.0; M5 PAM: 0.4; CHRM1 PAM: 10.7; CHRM4 agonist: 1.0
# Cc1ccc(-c2nc(C#N)c(NCCCn3ccnc3)o2)cc1 as listed: M4 antag: -7.2; M5 antag: -10.4; M1 antag: -17.5; M4 PAM: 10.7; M5 ag: 2.4; CRFBP-R2 agonist: -0.7; M5 PAM: 14.2; CHRM1 PAM: 13.1; CHRM4 agonist: 1.9

# Limited to CRFBP-R2 agonist and M1 antag (four entries from above):
molecule	CRFBP-R2 agonist	M1 antag
C[C@]12C=CC(=O)C=C1CCC1C3CC[C@](O)(C(=O)CO)[C@@]3(C)CC3OC312 (some centres undefined)	18.8	0.8
O=C(c1cccs1)n1nc(-c2ccc(Cl)cc2)nc1NCc1ccco1	13.9	-0.9
Cc1ccc(C(=O)NC2(O)C(=O)c3ccccc3C2=O)cc1C	0.7	-9.5
CN(c1ccccc1)S(=O)(=O)c1cccc(NC(=O)C2CC(=O)N(Cc3ccccc3)C2)c1 (centres undefined)	1.6	7.4

# Continued:
M4 antag	M5 antag	M1 antag	M4 PAM	M5 ag	CRFBP-R2 agonist	M5 PAM	CHRM1 PAM	CHRM4 agonist	Structure
-8.1	-13.0	0.2	8.7	1.8	1.8	7.4	5.4	2.0	CCCCCC(=O)N=Nc1c(O)[nH]c2ccc([N+](=O)[O-])cc12
11.2	11.4	-13.3	-10.3	-1.7	-0.3	-4.8	6.6	3.3	COc1ccc(C(=O)N/N=C/C(Br)=C/c2ccccc2)cc1
-25.3	-4.1	-0.2	5.7	-3.0	-1.5	-6.7	12.6	1.4	O=C(NCC1CCCCC1)c1cc(S(=O)(=O)N2CCOCC2)ccc1F
-2.2	2.3	-12.1	2.9	-0.1	-0.5	5.8	10.1	-0.3	CCOC(=O)N1CCN(C(=O)CSc2ncnc3ccccc23)CC1
-2.6	-0.2	-5.7	-5.6	-3.0	1.7	-9.4	7.1	3.9	Cc1ccc(CC(=O)Nc2cccc([N+](=O)[O-])c2)cc1
-17.5	23.2	-13.9	0.2	-4.8	-4.0	11.8	7.9	2.5	Cc1ccc(/C=N/Nc2nncn2N)cc1
-9.6	-0.5	6.4	8.6	1.6	-2.5	4.8	-1.3	-1.1	Cc1ccc(NC(=O)N2CCC(NC(=O)c3cccc(C)c3)CC2)cc1
-6.3	5.9	-9.2	5.6	-2.5	0.2	-3.0	9.8	0.8	CCC(C)c1ccc(NC(=O)CN(C)CC(=O)Nc2cccc(OC)c2)cc1 (centres undefined)
-6.4	-6.1	-9.6	0.8	0.4	-3.5	2.1	7.7	0.1	COc1cc2c(c(OC)c1OC)C(c1ccc3c(c1)OCO3)CC(=O)O2 (centres undefined)
2.9	1.2	0.9	7.9	5.7	0.0	-1.8	3.5	2.5	O=c1[nH]c(Nc2ccccn2)cc2ccccc12
3.3	-3.4	1.1	-4.0	-3.2	1.1	-0.7	-2.0	3.9	OC(COc1ccc(Cl)cc1Cl)CN1CCc2ccccc2C1 (centres undefined)
-3.0	8.7	3.2	0.4	-0.9	0.0	6.2	0.4	5.2	O=C(C1=C[C@@H](c2csc3ccccc23)C[C@@H](OCc2ccc(CO)cc2)O1)N1CCN(Cc2ccccc2)CC1
-14.3	-13.3	-17.9	8.0	1.3	-0.7	1.0	10.8	1.8	CCCNC(=O)N(C)C[C@H]1Oc2cc(Br)ccc2S(=O)(=O)N([C@@H](C)CO)C[C@@H]1C
2.8	-0.8	-13.5	6.9	3.9	-1.9	7.0	10.0	0.8	Cn1c(SCC(=O)O)nc2ccccc2c1=O
5.8	4.6	-1.0	-2.2	3.0	0.2	-7.5	5.4	5.9	O=S(=O)(Nc1ccc(Cl)cc1)c1ccc(N2CCOCC2)c(NC(=S)NC2CC2)c1
-6.5	-3.1	-8.9	1.1	-3.8	0.7	11.2	12.2	-0.3	CCN(CC)C(=S)SCC(=O)c1ccc(Br)cc1
8.4	16.6	8.1	-7.6	-1.1	nt	-6.8	-7.2	6.2	O=C(NC(c1ccccc1)c1ccsc1)C1CCN(Cc2ccc(Cl)c(Cl)c2)CC1 (centres undefined)
3.9	1.8	-3.0	-7.3	-3.1	-1.4	-4.4	-3.4	2.2	CCCn1c(Nc2ccc(Cl)cc2)nc2ccccc21
-10.5	1.3	nt	4.2	-0.6	nt	0.0	nt	-0.6	CSc1ccc(-c2ccc3c(c2)c(Sc2ccccc2)c(-c2ccccc2)n3C)cc1
6.4	5.8	-6.1	2.0	1.0	-2.2	0.2	3.8	0.3	Cn1c(CC(O)c2nc3ccccc3n2C)nc2ccccc21 (centres undefined)
-13.2	-14.8	-8.2	7.8	-4.3	0.1	0.9	3.8	2.4	O=C(NCc1cccc(Cl)c1)c1ccc2nc[nH]c2c1
-17.7	-0.6	-0.7	-1.4	0.4	-1.4	-1.6	0.3	0.1	COc1ccc(C(C(=O)NC(C)(C)C)N(Cc2ccco2)C(=O)CCC(=O)Nc2ccccn2)cc1 (centres undefined)
-2.9	2.1	-12.8	1.6	0.2	-0.6	0.8	4.4	0.1	COc1ccc(OC)c(C2/C(=C(/O)c3cnn(-c4ccccc4)c3C)C(=O)C(=O)N2CCN(C)C)c1 (centres undefined)
0.8	1.7	12.5	-5.0	-0.4	0.3	4.0	-3.2	-0.1	CC(=O)Nc1cccc(/C(C)=N/NC(=O)c2ccc(Cl)cc2Cl)c1
1.2	14.2	-5.8	2.1	-4.6	0.2	-2.1	14.9	2.1	Cc1ccc2c(C)c(C(=O)N(Cc3ccccc3)C3CCS(=O)(=O)C3)oc2c1 (centres undefined)
0.8	5.9	-13.6	8.3	-3.6	1.6	-3.2	10.4	3.3	O=C(Cc1ccc(Cl)cc1)NNC(=O)c1ccco1
0.6	9.8	8.9	6.6	-0.9	-0.1	-5.2	0.2	4.1	Cc1ccc2cccc(S(=O)(=O)N3CCN(c4cccc(Cl)c4)CC3)c2n1
8.9	-11.4	-11.4	5.5	-0.6	-0.3	12.3	11.1	-0.5	COc1ccc(OC)c(S(=O)(=O)N2CCN(C(=O)NC3CCCCC3)CC2)c1
2.9	8.2	-7.6	1.4	3.2	-0.8	-2.6	7.0	0.6	Nc1nnc(SCC(=O)NNC(=O)c2ccc(Cl)cc2)s1
-6.3	1.2	-1.4	-3.8	-5.0	0.4	-12.1	7.3	3.2	C/C=C(\C)c1nnc(NC(=O)C(C)C)s1
1.4	16.3	4.6	-2.1	-0.4	0.7	-5.2	0.3	3.9	C=CCN(C(=O)c1csnn1)C(C(=O)NCc1ccccc1)c1cccs1 (centres undefined)
-2.0	-5.4	0.4	-4.0	-1.2	0.7	1.9	-0.9	1.6	C[C@@H]1CCCCO[C@H](CN(C)S(=O)(=O)c2cccs2)[C@@H](C)CN([C@H](C)CO)C(=O)c2cc(NC(=O)C3CCCCC3)ccc2O1
-0.7	-5.3	-9.3	-4.6	-2.4	0.3	5.9	9.2	0.8	C=CCC1(O)CC(c2ccco2)NC(c2ccco2)C1CCC (centres undefined)
1.3	3.5	-13.8	10.8	-1.0	0.1	6.2	14.9	1.2	CCCCNC(=O)CSc1nnc(-c2cccc(S(=O)(=O)N3CCOCC3)c2)o1
-7.6	1.1	-3.6	9.6	-3.2	1.6	7.9	8.0	2.4	Cc1ccc(C2(C)NC(=O)N(CC(=O)Nc3ccc(Cl)c(S(=O)(=O)N4CCCCC4)c3)C2=O)cc1 (centres undefined)
1.5	6.2	-1.1	-3.4	-5.3	1.2	6.8	4.1	1.5	O=C1CCC/C(=N\NC(=O)COc2ccc(Cl)cc2)C1
-13.6	3.7	-3.8	8.6	-1.9	-0.9	-4.4	5.5	1.6	C=CCc1c(C)[nH]c(=O)[nH]c1=O
8.8	5.8	12.8	-14.0	1.8	14.7	-1.0	-0.7	19.0	COc1ccc(C(CCNC(C)c2ccccc2)c2ccc(F)cc2)cc1 (centres undefined)
-10.7	-0.7	-3.0	0.4	2.4	1.7	-6.5	9.0	10.9	CC(NC(=O)COC(=O)c1cc2ccccc2cc1O)c1ccccc1 (centres undefined)
2.3	4.2	-4.1	-5.7	-8.0	-1.2	1.1	-3.0	1.7	COc1cccc(CN2CCC(Oc3ccc(C(=O)N4CCCCC4)cc3)CC2)c1
10.4	25.3	26.6	-15.9	8.6	93.2*	-19.3	-32.2	27.7	CC(c1ccccc1C(O)(c1ccccc1)c1ccccc1)N(C)C (centres undefined)
-2.1	0.1	19.2	-1.3	6.1	-0.1	-3.3	-6.6	12.4	Cc1cc(C(=O)OCC(=O)NC2CCCC2)c2ccccc2n1
-23.9	-8.7	-6.3	0.6	-1.7	4.1	-2.7	9.3	1.0	C[C@@H]1CN([C@H](C)CO)C(=O)CCCn2nncc2CO[C@H]1CN(C)Cc1cccc2c1OCCCO2
2.2	2.6	0.7	-4.0	1.0	0.4	-2.7	-6.4	7.3	COc1ccc(CCNC(=O)c2ccc3nc(N4CCCCC4)sc3c2)cc1OC
7.0	-0.2	-3.6	6.3	1.2	-2.8	-4.0	10.3	0.5	O=C(Nn1cnnc1)c1ccccc1CCc1ccccc1
-13.8	-4.6	-0.5	5.4	-7.0	-1.8	0.2	0.4	0.0	CC1(C)C=Cc2c(c3ccccc3[nH]c2=O)O1
-5.7	1.3	19.8	-2.3	-1.2	-2.7	5.5	-2.1	3.4	COc1ccccc1NC(=S)N(Cc1cccnc1)Cc1ccco1

# Bioassay records as filed in PubChem BioAssay.
